Source: PubChem BioAssay
hcGAS lum = Primary biochemical luminescence assay for human cyclic GMP-AMP synthase inhibitors; recombinant h-cGAS, ATP depletion, Kinase-Glo luminescence; AID 1259398, 2018; inhibition, % at 12.5 µM; 290,000 compounds, 0.081% hits;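 further: 0% = vehicle reaction and 100% = reaction without DNA for no activity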
Target sequence (Q8N884 whole entry, looked up): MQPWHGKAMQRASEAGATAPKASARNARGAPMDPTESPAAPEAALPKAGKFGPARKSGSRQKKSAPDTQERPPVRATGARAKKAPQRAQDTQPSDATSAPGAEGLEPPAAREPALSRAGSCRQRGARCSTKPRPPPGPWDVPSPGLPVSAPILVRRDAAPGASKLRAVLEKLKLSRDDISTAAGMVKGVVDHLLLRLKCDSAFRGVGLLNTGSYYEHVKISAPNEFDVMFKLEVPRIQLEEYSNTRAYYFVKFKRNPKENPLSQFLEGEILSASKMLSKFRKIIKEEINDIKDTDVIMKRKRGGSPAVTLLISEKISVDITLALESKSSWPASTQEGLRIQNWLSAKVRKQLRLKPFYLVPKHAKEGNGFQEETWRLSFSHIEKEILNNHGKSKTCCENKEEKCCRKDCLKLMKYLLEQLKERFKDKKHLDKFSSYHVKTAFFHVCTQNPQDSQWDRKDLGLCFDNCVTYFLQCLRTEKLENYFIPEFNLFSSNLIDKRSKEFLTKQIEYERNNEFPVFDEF
mcGAS inh = cyclic GMP-AMP synthase inhibitors, mouse, primary biochemical chemiluminescence; Q8C6L5; inhibition, % at 12.5 µM; AID 1259399, 2018; recombinant cGAS, Kinase-Glo ATP depletion luminescence; 160,000 compounds, 0.15% hits;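 further: 0% = negative control wells and 100% = reference inhibitor with no enzyme activity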
NPYLR7 ag = agonists of mosquito NPYLR7 receptor, primary screen, cell-based, Aedes aegypti, calcium fluorescence, mosquito biting behavior. Aedes aegypti neuropeptide Y-like receptor 7 (NPYLR7). HEK293T NPYLR7/Galpha15, GCaMP6s calcium fluorescence. activation, % at 10 µM. 270,000 compounds, 0.15% hits. AID 1259423, 2018; in the data active means activation above about 40%;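 further: 0% = vehicle and 100% = reference agonist at the receptor; some compounds past the cut are filed as inactive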
Numbers without * were called inactive. Unless noted, no stated cut-off is given here; in the data, active means inhibition above about 40%; inactive means the rest.

Results for CC(C)c1ccc(N2C(=N)C(c3nc(N)nc(N(C)C)n3)CC2=O)cc1 (centres undefined) ?
hcGAS lum: -11; NPYLR7 ag: 0

What do the screens show for `O=C(CNC(=O)/C=C/c1ccccc1)N=Nc1c(O)n(CCc2ccccc2)c2ccccc12`?
hcGAS lum: -8; mcGAS inh: -5; NPYLR7 ag: 3

Results for COc1ccc(N2CCN(C3CCCN(Cc4cnc(C)[nH]4)C3)CC2)cc1 (centres undefined) ?
hcGAS lum: -4; mcGAS inh: -9; NPYLR7 ag: 2

Results for COc1ccccc1/C=C/CN1CCN(C)C(C(=O)O)C1 (centres undefined) ?
hcGAS lum: -8; mcGAS inh: -12

Results for O=C(CCCS(=O)(=O)c1ccc(F)cc1)N1CCN(c2nc3c(Cl)cccc3s2)CC1 ?
hcGAS lum: 2; NPYLR7 ag: 7

What do the screens show for `COc1ncc(C(=O)NCc2cccnc2N2CCCN(C)CC2)cn1`?
hcGAS lum: -3; mcGAS inh: -16; NPYLR7 ag: 2

What do the screens show for `Cn1c(=O)n(C)c2cc(/C=C(\C#N)c3nn(CCO)c(N)c3C#N)ccc21`?
hcGAS lum: -2; NPYLR7 ag: 1

Results for CCOCCCC(=O)NC1(c2ccc(Cl)cc2)CC1 ?
hcGAS lum: -5; mcGAS inh: -15; NPYLR7 ag: 6

Results for O=C(CSc1nnc(C2CCCCC2)o1)N1CCN(CC(=O)N2CCCC2)CC1 ?
hcGAS lum: -5; mcGAS inh: -5; NPYLR7 ag: 0

Results for COC1CN(C(=O)c2cc3ccccc3s2)CCC(=O)N(C)c2ccccc21 (centres undefined) ?
hcGAS lum: 7; mcGAS inh: 0; NPYLR7 ag: 5

Results for Cc1nc(CCn2cc(CC(C)c3ccccc3)nn2)no1 (centres undefined) ?
hcGAS lum: -10; mcGAS inh: -12; NPYLR7 ag: -5

Results for COc1ccc(CCN2CC3=C(C2=O)C(c2ccccc2)NC(=O)N3)cc1 (centres undefined) ?
hcGAS lum: 12; NPYLR7 ag: 2

What do the screens show for `O=C(Cc1ccc(-n2cccc2)cc1)NC1CCN2CCCCC12` (centres undefined)?
hcGAS lum: 3; NPYLR7 ag: 15

What do the screens show for `Cn1c(N)c(S(=O)(=O)N2CCN(Cc3ccccc3)CC2)c(=O)n(C)c1=O`?
hcGAS lum: -2; mcGAS inh: -6; NPYLR7 ag: 3

Results for Cc1ccc(C)c(NC(=O)CCC(=O)NNC(=O)COc2ccc(Br)c(C)c2)c1 ?
hcGAS lum: -7; NPYLR7 ag: 0

How did O=C(c1ccc(CSc2nc(Cl)cc(N3CCC(Cc4ccccc4)CC3)n2)cc1)N1CCC2(CC1)OCCO2 do in these assays?
hcGAS lum: -12; mcGAS inh: -5; NPYLR7 ag: -4

How did COCCn1c(CN2C[C@@H](C)O[C@@H](C)C2)cnc1S(=O)(=O)CC1CC1 do in these assays?
hcGAS lum: -7; mcGAS inh: -11; NPYLR7 ag: 4

What do the screens show for `CCc1ncc(C(=O)Nc2c(C)cc(Br)cc2OC)[nH]1`?
hcGAS lum: -5; NPYLR7 ag: 0

How did COCCOC(=O)c1c(NC(=O)CNC(Cc2ccccc2)c2ccccc2)sc(C(N)=O)c1C (centres undefined) do in these assays?
hcGAS lum: -2; NPYLR7 ag: 4

Results for O=C1NCCc2ccc(S(=O)(=O)N(CCN3CCCC3)Cc3ccc(Cl)cc3)cc21 ?
hcGAS lum: -9; NPYLR7 ag: 2

What do the screens show for `CCCN1CC2(CCN(c3nccc(N(C)C)n3)CC2)CC1C(=O)O` (centres undefined)?
hcGAS lum: -2; mcGAS inh: -4

Results for CCOC(=O)C1=C(C)N(C)C(=O)NC1c1cccc(NC(=O)c2ccc(C)cc2)c1 (centres undefined) ?
hcGAS lum: -5; mcGAS inh: -16; NPYLR7 ag: -3

What do the screens show for `C=CC(O)c1nnc(Nc2cccc(Oc3ccccc3)c2)s1` (centres undefined)?
hcGAS lum: -5; mcGAS inh: -5; NPYLR7 ag: 2

What do the screens show for `COc1ccccc1CSc1nnc(-c2ccccc2Cl)n1-c1ccccc1OC`?
hcGAS lum: -7; mcGAS inh: -7

What do the screens show for `CC(C)Cc1cc(CN2CCCC(N3CCc4ccccc4C3)C2)[nH]n1` (centres undefined)?
hcGAS lum: -5; NPYLR7 ag: 5

How did Cc1[nH]n(-c2nc(-c3ccc(Cl)cc3)cs2)c(=O)c1N=Nc1c(Cl)cc([N+](=O)[O-])cc1Cl do in these assays?
hcGAS lum: -2; mcGAS inh: -4; NPYLR7 ag: 0

What do the screens show for `CC(C)N(Cc1ccc(Cl)c(Cl)c1)C(=O)NCc1ccco1`?
hcGAS lum: 4; NPYLR7 ag: 0

What do the screens show for `CC1=NN(c2ccc(C(=O)N(C)CCCOc3ccccc3C)cc2)CC1`?
hcGAS lum: -6; NPYLR7 ag: -2

What do the screens show for `CC(C)c1csc(CN2CCN(CC3CCCCC3)C(CCO)C2)n1` (centres undefined)?
hcGAS lum: -8; mcGAS inh: -11; NPYLR7 ag: 4

How did COCc1cc(N2CCN(Cc3ccccc3)CC2)nc(SCc2ccc(C(=O)NCCN3CCOCC3)o2)n1 do in these assays?
hcGAS lum: 0; mcGAS inh: 0; NPYLR7 ag: -8

What do the screens show for `CC(C)N(Cc1nccn1C)C(=O)c1ccc(-n2ccnc2)cc1`?
hcGAS lum: -7; NPYLR7 ag: 28

Results for O=C(Nc1n[nH]c2cccc(F)c12)c1cc(F)c(F)cc1Cl ?
hcGAS lum: -2; mcGAS inh: -2; NPYLR7 ag: -1

Results for CC(=O)N(CCC(=O)N(C1CC1)C(C)C1CC1)Cc1ccccc1 (centres undefined) ?
hcGAS lum: 7; NPYLR7 ag: -1

What do the screens show for `Cc1csc(NC(=O)CNC(=O)c2cccc(Br)c2)n1`?
hcGAS lum: -7; mcGAS inh: -9

Results for COc1ccc(Cl)cc1-c1cncc(C(=O)N2CCCCC2)n1 ?
hcGAS lum: -4; mcGAS inh: -19; NPYLR7 ag: 6

What do the screens show for `CCOc1ncccc1-c1cncnc1`?
hcGAS lum: -6; mcGAS inh: -17; NPYLR7 ag: 23

How did NC(=O)c1nc(-c2ccccc2O)nc2c1[nH]c(=O)n2-c1ccc2c(c1)OCO2 do in these assays?
hcGAS lum: -2; mcGAS inh: -8; NPYLR7 ag: -5

Results for O=C(Cn1cnnn1)N1CCC(c2cc(Cc3ccccc3)[nH]n2)CC1 ?
hcGAS lum: -5; NPYLR7 ag: 11

How did O=C(CCC1CCCN(Cc2cn[nH]c2-c2ccc(Cl)cc2)C1)NC1CC1 (centres undefined) do in these assays?
hcGAS lum: -5; NPYLR7 ag: 5

How did COc1ccccc1CCNC(=O)CN1CN(c2ccccc2)C2(CCN(C(=O)c3ccc([N+](=O)[O-])cc3)CC2)C1=O do in these assays?
hcGAS lum: -8; mcGAS inh: -4; NPYLR7 ag: 3

Overlap with the part before: four entries, then new ones.
How did NC(=O)c1nc(-c2ccccc2O)nc2c1[nH]c(=O)n2-c1ccc2c(c1)OCO2 do in these assays?
hcGAS lum: -2; mcGAS inh: -8; NPYLR7 ag: -5

Results for O=C(Cn1cnnn1)N1CCC(c2cc(Cc3ccccc3)[nH]n2)CC1 ?
hcGAS lum: -5; NPYLR7 ag: 11

How did O=C(CCC1CCCN(Cc2cn[nH]c2-c2ccc(Cl)cc2)C1)NC1CC1 (centres undefined) do in these assays?
hcGAS lum: -5; NPYLR7 ag: 5

How did COc1ccccc1CCNC(=O)CN1CN(c2ccccc2)C2(CCN(C(=O)c3ccc([N+](=O)[O-])cc3)CC2)C1=O do in these assays?
hcGAS lum: -8; mcGAS inh: -4; NPYLR7 ag: 3

How did COc1ccc(S(=O)(=O)Nc2ccc(CNC(=O)NC(C)C)cc2)cc1OC do in these assays?
hcGAS lum: -5; mcGAS inh: -6; NPYLR7 ag: -4

Results for O=C(Nc1ccc2c(c1)C(=O)NC2)c1cnn(-c2ccc(Cl)cc2Cl)c1 ?
hcGAS lum: -7; mcGAS inh: -14; NPYLR7 ag: -5

What do the screens show for `CCCCNC(=O)CSc1nnc(Nc2ccc(CC)cc2)s1`?
hcGAS lum: -1; mcGAS inh: -5; NPYLR7 ag: 2

What do the screens show for `O=C(NCCc1nc2c(s1)CCC2)C1(N2CCOCC2)CCCCC1`?
hcGAS lum: -15; mcGAS inh: -6

How did O=C(NCc1ccccc1-n1ccnc1)c1c[nH]c(=O)cn1 do in these assays?
hcGAS lum: -3; NPYLR7 ag: 1

Results for CCN(CC)S(=O)(=O)c1cccc(-c2nnc(SCC(=O)c3c(C)cc(C)cc3C)o2)c1 ?
hcGAS lum: -7; NPYLR7 ag: 7

How did Cc1nc(-c2ccc(Cl)s2)sc1C(=O)O do in these assays?
hcGAS lum: 0; NPYLR7 ag: 9

How did COc1ccc(Cc2n[nH]c(=O)n2-c2ccc(C(=O)O)cc2)cc1 do in these assays?
hcGAS lum: -1; NPYLR7 ag: -8

Results for N#Cc1c(NC(=O)CCN2C(=O)c3ccccc3C2=O)oc(-c2ccccc2)c1-c1ccccc1 ?
hcGAS lum: -4; NPYLR7 ag: -6

Results for OCc1ccccc1-c1ccc(NC2CCCC2)nn1 ?
hcGAS lum: -7; NPYLR7 ag: 7

What do the screens show for `CCN(CC)c1cc(-c2ccccc2)nc(SCc2cccc(C(=O)O)c2)n1`?
hcGAS lum: 3; mcGAS inh: -2; NPYLR7 ag: 14

Results for FC(F)(F)CCc1ccnc(-c2cccc3cccnc23)n1 ?
hcGAS lum: -6; mcGAS inh: -12; NPYLR7 ag: 4

Results for CCOc1cc(S(=O)(=O)N2CCCCC2CC)ccc1Br (centres undefined) ?
hcGAS lum: -5; NPYLR7 ag: 7

What do the screens show for `O=C(NCc1cccnc1Oc1ccc(F)cc1F)C1(O)CCCC1`?
hcGAS lum: -1; mcGAS inh: -12; NPYLR7 ag: 16

What do the screens show for `Cn1ncc(Oc2ccc(F)cc2)c(Nc2ccc(C(=O)O)cc2)c1=O`?
hcGAS lum: -5; mcGAS inh: -5; NPYLR7 ag: 10

Results for CCCCCCc1ccc(C(=O)N(CCOC)CC(=O)N(Cc2ccccc2)Cc2sccc2C)cc1 ?
hcGAS lum: -2; mcGAS inh: -4; NPYLR7 ag: 14

Results for CN1C(=O)C(CC(=O)NCc2ncn[nH]2)(Cc2ccccc2)c2ccccc21 (centres undefined) ?
hcGAS lum: -7; mcGAS inh: -16; NPYLR7 ag: 14

Results for CCNC(=S)NS(=O)(=O)c1ccc(C)cc1 ?
hcGAS lum: -7; mcGAS inh: -1; NPYLR7 ag: 0

What do the screens show for `Cc1cc2nc(-c3ccccc3)c(N3CCCN(C(=O)c4c(F)c(F)c(F)c(F)c4F)CC3)nc2cc1C`?
hcGAS lum: 3; mcGAS inh: 3; NPYLR7 ag: -1

What do the screens show for `CNC(=O)CSc1ccc(COC)cc1`?
hcGAS lum: -8; mcGAS inh: -10; NPYLR7 ag: 4

Entries from the list above with a furan ring, fused or not, in the order listed:
What do the screens show for `CC(C)N(Cc1ccc(Cl)c(Cl)c1)C(=O)NCc1ccco1`?
hcGAS lum: 4; NPYLR7 ag: 0

How did COCc1cc(N2CCN(Cc3ccccc3)CC2)nc(SCc2ccc(C(=O)NCCN3CCOCC3)o2)n1 do in these assays?
hcGAS lum: 0; mcGAS inh: 0; NPYLR7 ag: -8

Results for N#Cc1c(NC(=O)CCN2C(=O)c3ccccc3C2=O)oc(-c2ccccc2)c1-c1ccccc1 ?
hcGAS lum: -4; NPYLR7 ag: -6

(listing goes on)
What do the screens show for `O=C(Cc1c(F)cccc1F)NCc1ccn[nH]1`?
hcGAS lum: -7; NPYLR7 ag: 1

Results for CCC(c1nc2ccccc2c(=O)n1-c1ccccc1OC)N(Cc1ccccc1)C(=O)Nc1ccccc1C(F)(F)F (centres undefined) ?
hcGAS lum: 0; mcGAS inh: 0; NPYLR7 ag: -8

How did CN1CC2(CCN(Cc3cc4n(n3)CCCNC4)CC2)OC1=O do in these assays?
hcGAS lum: -4; NPYLR7 ag: 19

Results for Cc1cc(C)n(C(C)CNC(=O)c2cccc(C#CC(C)(C)O)c2)n1 (centres undefined) ?
hcGAS lum: -6; mcGAS inh: -19; NPYLR7 ag: -2

What do the screens show for `O=C(COc1ccccc1)NCc1cc(-c2ccccc2)on1`?
hcGAS lum: -7; mcGAS inh: -8; NPYLR7 ag: 2

What do the screens show for `CC(=O)OC(C(=O)N1CCc2ccccc2C1c1ccccc1Cl)c1ccccc1` (centres undefined)?
hcGAS lum: -10; mcGAS inh: -8; NPYLR7 ag: -3

How did CC1(C)C(=O)C2(CCCCC2)C(=O)OC1c1ccccc1 (centres undefined) do in these assays?
hcGAS lum: -7; NPYLR7 ag: 2

Results for C=CCn1c(C)cn2c3c(=O)n(CC)c(=O)n(C)c3nc12 ?
hcGAS lum: -4; NPYLR7 ag: 0

What do the screens show for `O=C(CSC1CCCC1)Nc1nc(-c2ccc(Cl)c(Cl)c2)cs1`?
hcGAS lum: -7; NPYLR7 ag: 5

How did CO[C@@H]1CO[C@H]2[C@@H]1OC[C@@H]2N(C)c1nccc(C(C)(C)C)n1 do in these assays?
hcGAS lum: -5; mcGAS inh: -5; NPYLR7 ag: -10

How did Cn1cc(C=NNc2ccccc2)c2ccccc21 do in these assays?
hcGAS lum: -8; NPYLR7 ag: 12

Results for COc1ccccc1NCN1C(=O)c2ccc(Br)cc2C1=O ?
hcGAS lum: 0; mcGAS inh: 0; NPYLR7 ag: -3

What do the screens show for `COc1cccc(C(=O)N2CCN(C(C(=O)Nc3ccc(C(C)C)cc3)C3CCCC3)CC2)c1` (centres undefined)?
hcGAS lum: -5; mcGAS inh: -5; NPYLR7 ag: 0

What do the screens show for `Cc1cccc2sc(N(CCCN(C)C)C(=O)c3ccccc3Br)nc12`?
hcGAS lum: -6; mcGAS inh: -8; NPYLR7 ag: 0
